Screens deposited in PubChem BioAssay by several laboratories.
Mot1-301 SUMO: blocks SUMOylation pathway, rescuing yeast Mot1-301 growth. S. cerevisiae Mot1-301 growth rescue, ATP luminescence, 38.5C; percent above DMSO median, 100 means doubled. growth rescue, % at 18.8 µM. 320,000 tested, 1% active. AID 2716;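 active means every valid replicate shows activation above 250% relative to neutral control wells; inactive means the rest, any valid replicate at or below 250%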;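 further: OY570 slx delta 5 strain wells were the positive control but not used for scaling; some compounds called inactive have numbers as strong as hits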
OPRM1-OPRD1 inv: inverse agonist of human OPRM1-OPRD1 heterodimerization. 340,000 tested, 0.21% active. inhibition, % at 9.3 µM. cell-based MOR-DOR heterodimer luminescence, inverse agonism; in the data active means inhibition above about 22%, passing the limit was not always enough;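 further: 0% = cells with DMSO and 100% = wells without cells with DMSO; values of inactives mirror those of a sister screen read the other way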
Target sequence (P35372 whole entry, looked up): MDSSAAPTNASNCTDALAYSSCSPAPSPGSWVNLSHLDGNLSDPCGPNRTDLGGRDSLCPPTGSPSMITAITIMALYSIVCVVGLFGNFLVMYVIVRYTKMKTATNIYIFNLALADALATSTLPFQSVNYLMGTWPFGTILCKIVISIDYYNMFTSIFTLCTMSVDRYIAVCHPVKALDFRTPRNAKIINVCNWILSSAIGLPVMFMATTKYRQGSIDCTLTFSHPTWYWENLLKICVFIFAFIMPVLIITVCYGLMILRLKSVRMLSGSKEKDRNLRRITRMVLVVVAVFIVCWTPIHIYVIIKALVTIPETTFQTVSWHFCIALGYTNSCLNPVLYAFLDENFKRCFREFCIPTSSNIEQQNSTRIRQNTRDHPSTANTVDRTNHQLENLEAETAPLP
Target sequence (P41143 whole entry, looked up): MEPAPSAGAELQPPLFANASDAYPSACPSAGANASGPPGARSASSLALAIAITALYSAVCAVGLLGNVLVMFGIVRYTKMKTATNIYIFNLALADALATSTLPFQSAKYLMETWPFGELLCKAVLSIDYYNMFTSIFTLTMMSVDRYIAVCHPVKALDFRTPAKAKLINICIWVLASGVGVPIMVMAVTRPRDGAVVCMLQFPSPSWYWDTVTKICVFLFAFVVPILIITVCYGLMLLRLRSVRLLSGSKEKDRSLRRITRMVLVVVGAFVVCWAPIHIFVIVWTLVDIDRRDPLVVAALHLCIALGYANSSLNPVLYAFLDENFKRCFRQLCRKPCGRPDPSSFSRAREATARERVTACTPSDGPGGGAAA
PKA-R2B activ: activates the human PKA-R2B holoenzyme complex | P22694+P31323 | PKA-R2B holoenzyme dissociation, Cy5-IP20 fluorescence polarization; R2B truncated from residue 108, S112A mutant; 0% DMSO only, 100% 113 µM cGMP | activation, % at 11.4 µM | 340,000 tested, 0.079% active | AID 504700;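 active means activation above a cutoff set at the mean over all compounds plus 3 SD, cut at about 18% in these data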;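 further: higher means more holoenzyme dissociation and a rise in polarization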
OPRM1-OPRD1 ag: OPRM1-OPRD1 heterodimerization agonism; P35372+P41143; cells, luminescence; activation, % at 9.3 µM; 340,000 tested, 0.3% active; in the data active means activation above about 18%;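 further: 0% = vehicle-treated cells and 100% = reference agonist; values of inactives mirror those of a sister screen read the other way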
phage Ecoli inh: E. coli growth loss with phage present. growth absorbance. inhibition, % at 11.9 µM. 360,000 tested, 0.26% active; in the data active means inhibition above about 11%
AddAB inh: less growth of phage-infected E. coli with AddAB; 330,000 tested, 0.29% active; AID 435030; inhibition, % at 11.9 µM; E. coli expressing H. pylori AddAB, absorbance growth; in the data active means inhibition above about 12%;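 further: 0% = vehicle wells of infected cells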
Tat export inh: blocks Tat-dependent protein export in E. coli; E. coli MC4100 TorA-mCherry Tat export, fluorescence; inhibition, % at 10 µM; 340,000 tested, 0.036% active;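 active means mean replicate inhibition at least 50% and at least half of replicates individually reaching 50%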;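 further: exported cargo escapes ClpAP degradation while cytoplasmic cargo is degraded and loses fluorescence; 0% = median of neutral control wells and 100% = median of NaSCN control wells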
PfHsp90 yeast 2: inhibits growth of yeast expressing Plasmodium falciparum Hsp90; S. cerevisiae expressing PfHsp90, BacTiter-Glo ATP, 48 h; yeast lacking PDR1 and PDR3 efflux regulators; inhibition, % at 9.4 µM; 310,000 tested, 0.32% active;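 active means every replicate shows inhibition above about 80%, whatever the replicate mean, limit read from the data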;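 further: 0% = DMSO neutral controls and 100% = 20 µM radicicol positive controls; yeast relying on Plasmodium falciparum Hsp90 in place of its own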
HTR5A inv ctr: HTR5A inverse agonism, opioid heterodimer counter-screen; HTR5A cell line, luminescence; inhibition, % at 9.3 µM; 340,000 tested, 0.083% active; in the data active means inhibition mostly above about 23%, no sharp cut-off; inactive means mostly below about 18%;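 further: 0% = cells with DMSO and 100% = no-cell wells with DMSO; some compounds called inactive have numbers as strong as hits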
E coli growth: bacterial growth inhibition, counter-screen for AddAB inhibitors | E. coli V3065 growth, OD600 absorbance, 18 h | inhibition, % at 11.9 µM | 330,000 tested, 0.27% active | AID 449728;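 active means inhibition above the campaign's mean inhibition across all tested compounds plus 3 SD, cut at about 9.9% in these data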;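 further: uninfected addAB+ strain grown without phage in ampicillin broth; 0% = DMSO wells and 100% = ciprofloxacin 0.95 µg/ml wells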
PKA-R1A act: activators of PKA-R1A complex. AID 504707. PKA-R1A dissociation, Cy5-IP20 fluorescence polarization; scaled: DMSO 0%, 113 µM cGMP 100%. 340,000 tested, 0.083% active. activation, % at 11.4 µM;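 active means percent activation above the mean of all tested compounds plus 3 SD, cut at about 19% in these data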;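 further: higher means more PKAc released from R1A so a rise in polarization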
* hit, by the source's call.

`CN(Cc1ccccc1)C(=O)COC(=O)c1ccc(Cl)c(N)c1` gave Mot1-301 SUMO 0, OPRM1-OPRD1 inv 4, PKA-R2B activ -7, OPRM1-OPRD1 ag -0.6, phage Ecoli inh 1.3, AddAB inh 0.7, Tat export inh -10, PfHsp90 yeast 2 -9, HTR5A inv ctr -11, E coli growth 0.4 and PKA-R1A act -12.
CCCCN(C(=O)c1ccc([N+](=O)[O-])s1)c1c(N)n(CCCC)c(=O)[nH]c1=O was read as Mot1-301 SUMO -15, OPRM1-OPRD1 inv -17, PKA-R2B activ -7, OPRM1-OPRD1 ag 2.6, phage Ecoli inh 1.6, AddAB inh 2.1, Tat export inh 0, HTR5A inv ctr 10, E coli growth 1.4 and PKA-R1A act -1.
COc1ccccc1NC(=O)CN1CCC(n2nnc3cc(F)ccc32)CC1 was read as Mot1-301 SUMO 7, OPRM1-OPRD1 inv 11, PKA-R2B activ 5, OPRM1-OPRD1 ag -1.9, phage Ecoli inh 1.1, AddAB inh 2.5, Tat export inh 3, PfHsp90 yeast 2 13, HTR5A inv ctr 18, E coli growth -0.5 and PKA-R1A act -3.
CC1CCN(S(=O)(=O)c2ccc(NC(=O)CCNC(=O)c3ccc(Cl)cc3)cc2)CC1 was read as OPRM1-OPRD1 inv -7, PKA-R2B activ -2, OPRM1-OPRD1 ag 1.1, phage Ecoli inh 4.5, Tat export inh -5, PfHsp90 yeast 2 -8, HTR5A inv ctr -14 and PKA-R1A act -16.
Cc1cccc(N2CCN(C(=S)c3ccc(-c4ccccc4[N+](=O)[O-])o3)CC2)c1 was read as Mot1-301 SUMO -9, OPRM1-OPRD1 inv -18, PKA-R2B activ 3, OPRM1-OPRD1 ag 3.0, phage Ecoli inh 4.2, AddAB inh 3.4, Tat export inh -2, PfHsp90 yeast 2 -4, HTR5A inv ctr 8, E coli growth -2.1 and PKA-R1A act 8.
`CC12CC(O)C3C(CCC4=CC(=O)CCC43C)C1CCC2=CCO` (centres undefined) gave OPRM1-OPRD1 inv 5, PKA-R2B activ 3, OPRM1-OPRD1 ag -1.0, phage Ecoli inh 2.6, Tat export inh -5, PfHsp90 yeast 2 1, HTR5A inv ctr 0 and PKA-R1A act 0.
`O=C(O)c1ccc(COCC(F)(F)C(F)F)o1` gave Mot1-301 SUMO 3, OPRM1-OPRD1 inv 9, PKA-R2B activ -4, OPRM1-OPRD1 ag -1.9, phage Ecoli inh -0.2, AddAB inh -0.9, Tat export inh 9, PfHsp90 yeast 2 -5, HTR5A inv ctr -21, E coli growth -2.2 and PKA-R1A act -1.
`Cc1csc(-c2cnn(-c3ccccc3)c2NC(=O)c2cccc(F)c2)n1` gave Mot1-301 SUMO -6, OPRM1-OPRD1 inv -1, PKA-R2B activ -7, OPRM1-OPRD1 ag 0.1, AddAB inh 0.5, Tat export inh 0, PfHsp90 yeast 2 3, HTR5A inv ctr -28, E coli growth -0.4 and PKA-R1A act -3.
Screening CCS(=O)(=O)N1Cc2ccccc2CC1C(=O)N(C)CC(=O)Nc1ccc(OC)cc1 (centres undefined) returned Mot1-301 SUMO -6, OPRM1-OPRD1 inv 9, PKA-R2B activ 2, OPRM1-OPRD1 ag -2.2, phage Ecoli inh 4.4, AddAB inh -0.1, Tat export inh -3, PfHsp90 yeast 2 -12, HTR5A inv ctr -1, E coli growth -0.9 and PKA-R1A act -1.
Screening S=c1[nH]cc(-c2ccccc2)n1-c1ccccc1 returned Mot1-301 SUMO 9, OPRM1-OPRD1 inv 11, PKA-R2B activ -1, OPRM1-OPRD1 ag -1.9, phage Ecoli inh 2.2, AddAB inh -0.1, Tat export inh 0, PfHsp90 yeast 2 3, HTR5A inv ctr -9, E coli growth 2.5 and PKA-R1A act -2.
`COc1ccc(C(C(=O)NC2CCCC2)N(C(=O)c2ccoc2C)c2ccc(C)cc2)cc1` (centres undefined) gave Mot1-301 SUMO 17, OPRM1-OPRD1 inv -24, PKA-R2B activ -2, OPRM1-OPRD1 ag 4.0, phage Ecoli inh 1.1, AddAB inh -2.0, Tat export inh 2, PfHsp90 yeast 2 -6, HTR5A inv ctr -4, E coli growth -1.4 and PKA-R1A act 0.
`COC(=O)C1CCN(C(=O)c2ccc3oc(Cc4ccc(Cl)cc4)nc3c2)CC1` gave Mot1-301 SUMO 18, OPRM1-OPRD1 inv 15, PKA-R2B activ -15, OPRM1-OPRD1 ag -2.7, phage Ecoli inh 0.8, AddAB inh -0.1, Tat export inh 2, PfHsp90 yeast 2 9, HTR5A inv ctr 4, E coli growth 0.8 and PKA-R1A act -6.
Cc1ccc(S(=O)(=O)NNC(=O)CCCCC(=O)NNS(=O)(=O)c2ccc(C)cc2)cc1 was read as Mot1-301 SUMO 14, OPRM1-OPRD1 inv 10, PKA-R2B activ 1, OPRM1-OPRD1 ag -1.7, phage Ecoli inh 2.4, AddAB inh 3.9, Tat export inh -2, PfHsp90 yeast 2 8, HTR5A inv ctr -5, E coli growth 1.3 and PKA-R1A act -10.
COc1ccc(C(=O)N/C(=C\c2cn(S(=O)(=O)N(C)C)c3ccccc23)C(=O)NCCN2CCOCC2)cc1OC was read as Mot1-301 SUMO -14, OPRM1-OPRD1 inv 6, PKA-R2B activ 6, OPRM1-OPRD1 ag -1.2, phage Ecoli inh 2.4, AddAB inh 2.2, Tat export inh -1, PfHsp90 yeast 2 -11, HTR5A inv ctr -3, E coli growth -1.4 and PKA-R1A act 7.
Screening O=C(CNC(=O)c1ccc2c(c1)OCO2)N/N=C/c1cccc([N+](=O)[O-])c1 returned Mot1-301 SUMO -28, OPRM1-OPRD1 inv 1, PKA-R2B activ 0, OPRM1-OPRD1 ag -0.3, phage Ecoli inh 3.0, AddAB inh -0.8, Tat export inh -5, PfHsp90 yeast 2 15, HTR5A inv ctr -9, E coli growth 0.0 and PKA-R1A act 12.
Screening O=C(CSc1nnc(-c2ccccc2F)n1C1CC1)Nc1cccnc1Cl returned Mot1-301 SUMO 1, OPRM1-OPRD1 inv 12, PKA-R2B activ -4, OPRM1-OPRD1 ag -2.3, phage Ecoli inh 2.2, AddAB inh 2.2, Tat export inh 11, PfHsp90 yeast 2 0, HTR5A inv ctr 4, E coli growth -0.5 and PKA-R1A act -5.
Screening CCCC1=Nc2cc(C(=O)NCCCN3CCOCC3)ccc2Sc2ccccc21 returned Mot1-301 SUMO -16, OPRM1-OPRD1 inv 12, PKA-R2B activ -6, OPRM1-OPRD1 ag -2.3, phage Ecoli inh 0.6, AddAB inh -1.5, Tat export inh 0, PfHsp90 yeast 2 13, HTR5A inv ctr -8, E coli growth -4.0 and PKA-R1A act -9.
Screening CCOC(=O)CNC(=O)C12CC3CC(C1)CC(c1ccc(C)cc1)(C3)C2 returned OPRM1-OPRD1 inv 13, PKA-R2B activ 2, OPRM1-OPRD1 ag -2.8, phage Ecoli inh 0.5, AddAB inh -2.0, Tat export inh 5, PfHsp90 yeast 2 -14, HTR5A inv ctr -19, E coli growth -0.6 and PKA-R1A act -5.
Screening O=C(/C=C/c1ccccc1)Nc1ccc(Cl)cn1 returned OPRM1-OPRD1 inv -9, PKA-R2B activ 5, OPRM1-OPRD1 ag 2.0, phage Ecoli inh 4.2, Tat export inh -6, PfHsp90 yeast 2 29, HTR5A inv ctr -10 and PKA-R1A act 1.
N#CCSc1nnc(-c2ccc(F)cc2)n1N was read as Mot1-301 SUMO 782, OPRM1-OPRD1 inv 4, PKA-R2B activ -6, OPRM1-OPRD1 ag -0.8, phage Ecoli inh 2.9, AddAB inh -0.3, Tat export inh 3, PfHsp90 yeast 2 25, HTR5A inv ctr 24, E coli growth 0.8 and PKA-R1A act 6.
For Cc1cccc(N2CCN(S(=O)(=O)c3c(C(=O)N4CCCCC4)c(C)n(C)c3C)CC2)c1C the results were Mot1-301 SUMO 7, OPRM1-OPRD1 inv 4, PKA-R2B activ -5, OPRM1-OPRD1 ag -0.7, phage Ecoli inh 1.2, AddAB inh 2.4, Tat export inh 0, PfHsp90 yeast 2 2, HTR5A inv ctr -6, E coli growth -1.7 and PKA-R1A act -5.
For N=c1ccn(Cc2ccc(Cl)c(Cl)c2)cc1 the results were Mot1-301 SUMO 8, OPRM1-OPRD1 inv 10, PKA-R2B activ -8, OPRM1-OPRD1 ag -2.1, phage Ecoli inh 2.2, AddAB inh 3.4, Tat export inh 21, PfHsp90 yeast 2 16, HTR5A inv ctr -7, E coli growth 1.8 and PKA-R1A act -21.
`CCOC(=O)C(NC(C)=O)C(=O)Nc1c(C)cccc1C` (centres undefined) gave Mot1-301 SUMO -12, OPRM1-OPRD1 inv -5, PKA-R2B activ -3, OPRM1-OPRD1 ag 0.7, phage Ecoli inh 3.6, AddAB inh 0.5, Tat export inh -3, PfHsp90 yeast 2 18, HTR5A inv ctr -1, E coli growth -0.8 and PKA-R1A act 5.
Screening O=C1C=C(c2ccccc2)C(c2ccccc2)C1 (centres undefined) returned OPRM1-OPRD1 inv 8, PKA-R2B activ -8, OPRM1-OPRD1 ag -1.5, phage Ecoli inh 1.5, Tat export inh 8, HTR5A inv ctr -4 and PKA-R1A act 13.
Screening CCNC(=O)N1C(=O)C2(OCCO2)c2cc(Br)ccc21 returned Mot1-301 SUMO 1, OPRM1-OPRD1 inv 9, PKA-R2B activ -6, OPRM1-OPRD1 ag -1.6, phage Ecoli inh 1.8, AddAB inh 1.6, Tat export inh -7, HTR5A inv ctr -21, E coli growth -0.2 and PKA-R1A act -6.
`Cc1cc(N2CCOCC2)ccc1/C=C1\NC(=O)N(CC(=O)Nc2ccc(F)cc2)C1=O` gave Mot1-301 SUMO 2, OPRM1-OPRD1 inv 11, PKA-R2B activ -6, OPRM1-OPRD1 ag -2.1, phage Ecoli inh 4.2, AddAB inh 2.1, Tat export inh -3, PfHsp90 yeast 2 7, HTR5A inv ctr 8, E coli growth 0.8 and PKA-R1A act -3.
Screening COc1cc(/C=C(\C#N)C(=O)NCC2CCCO2)ccc1OC(C)C (centres undefined) returned Mot1-301 SUMO 3, OPRM1-OPRD1 inv 2, PKA-R2B activ 7, OPRM1-OPRD1 ag -0.4, phage Ecoli inh 2.8, AddAB inh 0.6, Tat export inh -1, PfHsp90 yeast 2 -25, HTR5A inv ctr 1, E coli growth -0.2 and PKA-R1A act -3.
